EBV LMP1 NFkB – Epstein-Barr LMP1 NF-kappaB reporter inhibition. LMP1-induced NF-kappaB luciferase reporter cells, luminescence. inhibition, % at 12.5 µM. 350,000 compounds, 0.69% hits. AID 504558; in the data active = inhibition above about 41%;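 also: 0% = neutral control wells and 100% = reference inhibitor control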
TLR9-MyD88 block – inhibitors of human TLR9-MyD88 binding; Q9NR96+Q99836; CHO BLA complementation TLR9-MyD88, CCF4 FRET ratio; inhibition, % at 4.98 µM; 340,000 compounds, 0.21% hits; AID 504734;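 active = inhibition above the mean over all tested compounds plus 3 SD, cut at about 21% in these data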;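 also: 0% = DMSO only wells and 100% = clavulanate BLA inhibitor control wells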
TROY NFkB inh – inhibitors of TROY-dependent NF-kB signaling; Q293 LMP1-TROYcd NF-kB luciferase reporter, 4 h; inhibition, % at 10 µM; 360,000 compounds, 0.98% hits;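 active = compounds whose plate-normalised and pattern-corrected inhibition of the luciferase reporter signal at the single screening dose is 50% or more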
NR5A2 inv ag – NR5A2 inverse agonism in reporter assay; inhibition, % at 3.6 µM; AID 602396; O00482; 360,000 compounds, 0.13% hits; HEK293T StAR-luciferase reporter, LRH-1 transfected, 24 h;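 active = inhibition above the mean inhibition of all tested compounds plus 3 SD, cut at about 73% in these data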;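 also: 0% = DMSO wells and 100% = reporter-only cells lacking LRH-1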
NCOA2 inhibitor – inhibits human steroid receptor coactivator 2; AID 651957; HEK293 GAL4-SRC2 luciferase reporter, luminescence; 370,000 compounds, 0.17% hits; inhibition, % at 9 µM;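 active = inhibition above the mean inhibition of all tested compounds plus 3 SD, set per campaign, cut at about 52% in these data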;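 also: 0% = DMSO treated cells and 100% = cells given Gossypol at 36 µM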
Target sequence (Q15596 whole entry, looked up, the tested form may be a part): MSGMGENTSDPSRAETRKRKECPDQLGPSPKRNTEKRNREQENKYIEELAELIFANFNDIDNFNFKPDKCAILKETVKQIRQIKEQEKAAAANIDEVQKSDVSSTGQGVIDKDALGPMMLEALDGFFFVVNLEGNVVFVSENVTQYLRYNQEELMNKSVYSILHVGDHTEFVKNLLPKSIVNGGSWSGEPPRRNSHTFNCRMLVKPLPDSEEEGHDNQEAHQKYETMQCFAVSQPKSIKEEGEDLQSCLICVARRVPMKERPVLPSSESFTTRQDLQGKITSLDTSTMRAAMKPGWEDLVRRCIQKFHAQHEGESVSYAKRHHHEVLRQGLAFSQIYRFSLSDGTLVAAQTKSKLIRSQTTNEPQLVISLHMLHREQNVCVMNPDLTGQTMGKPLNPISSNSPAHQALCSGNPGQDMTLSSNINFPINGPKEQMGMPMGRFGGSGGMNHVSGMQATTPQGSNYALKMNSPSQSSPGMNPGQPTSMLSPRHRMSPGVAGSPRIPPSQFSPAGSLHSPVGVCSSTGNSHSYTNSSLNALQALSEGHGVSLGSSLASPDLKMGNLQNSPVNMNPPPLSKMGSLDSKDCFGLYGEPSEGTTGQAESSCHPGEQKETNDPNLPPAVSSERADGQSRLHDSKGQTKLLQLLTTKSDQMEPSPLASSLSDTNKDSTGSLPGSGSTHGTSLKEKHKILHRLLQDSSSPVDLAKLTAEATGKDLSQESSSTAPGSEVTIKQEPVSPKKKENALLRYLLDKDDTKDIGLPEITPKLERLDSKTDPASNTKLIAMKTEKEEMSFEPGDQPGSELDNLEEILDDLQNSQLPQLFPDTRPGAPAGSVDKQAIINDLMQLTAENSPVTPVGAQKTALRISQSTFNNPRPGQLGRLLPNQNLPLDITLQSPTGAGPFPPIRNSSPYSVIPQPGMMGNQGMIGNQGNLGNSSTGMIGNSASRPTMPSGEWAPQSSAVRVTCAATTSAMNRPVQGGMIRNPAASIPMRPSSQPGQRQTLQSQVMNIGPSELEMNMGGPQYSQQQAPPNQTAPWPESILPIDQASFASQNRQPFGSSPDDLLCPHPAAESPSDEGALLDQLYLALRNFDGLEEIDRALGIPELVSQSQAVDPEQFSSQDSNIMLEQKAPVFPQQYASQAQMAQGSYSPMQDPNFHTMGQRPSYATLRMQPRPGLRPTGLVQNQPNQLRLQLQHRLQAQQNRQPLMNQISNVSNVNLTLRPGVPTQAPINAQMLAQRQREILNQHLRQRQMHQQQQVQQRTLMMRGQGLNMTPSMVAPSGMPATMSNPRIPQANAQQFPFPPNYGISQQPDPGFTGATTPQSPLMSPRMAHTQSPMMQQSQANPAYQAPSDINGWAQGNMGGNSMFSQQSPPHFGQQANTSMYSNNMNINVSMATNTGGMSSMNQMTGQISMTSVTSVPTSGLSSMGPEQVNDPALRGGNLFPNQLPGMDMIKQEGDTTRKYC
NOD2-RIPK2 inh – inhibitors of human NOD2-RIPK2 interaction; O43353; CHO BLA complementation NOD2-RIPK2, CCF4 ratio; inhibition, % at 4.98 µM; 360,000 compounds, 0.38% hits; AID 624267; in the data active = inhibition above about 21%;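 also: 0% = vehicle only and 100% = reference blocker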
Vif inh – blocks HIV Vif function | HEK293T cells, Vif self-association by quenched fluorescence, imaging, 24 h | 340,000 compounds, 0.35% hits | AID 602346 | inhibition, % at 7.49 µM; in the data active = inhibition above about 50%, passing the limit was not always enough; also: some results filed as inactive read as strong as hits
NR2F2 inh – blocks human COUP-TFII nuclear receptor. inhibition, % at 8.6 µM. 370,000 compounds, 0.7% hits. P24468. HEK293T NGFI-A luciferase reporter, luminescence;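 active = inhibition above a per-plate cutoff, mean inhibition of test wells between control levels plus 3 SD, cut at about 38% in these data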;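 also: cells cotransfected with COUP-TFII expression vector driving the NGFI-A reporter; 0% = median of COUP-TF2 test wells and 100% = reporter-only cells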
TRAIL sens C8 – sensitizes caspase-8 expressing cells to TRAIL; NB7+C8 cells + TRAIL, ATPlite viability luminescence; inhibition (viability loss, TRAIL sensitization), % at 10 µM; 360,000 compounds, 1% hits;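 active = compounds causing at least 50% loss of cell viability in the single-dose screen, relative to plate controls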
SRC3 inh – human NCOA3 inhibition; 360,000 compounds, 0.17% hits; HEK293 GAL4-SRC3 luciferase reporter, luminescence; inhibition, % at 3.6 µM;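 active = inhibition above a per-campaign cutoff, the mean of all compounds plus 3 SD, cut at about 60% in these data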;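 also: 0% = DMSO-treated cells and 100% = gossypol-treated cells at 36 µM; higher means less SRC3-driven luciferase light from the GAL4 reporter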
NCOA1 inh – inhibits human SRC1 coactivator. 360,000 compounds, 0.12% hits. HEK293 GAL4-SRC1 luciferase reporter, luminescence. inhibition, % at 3.6 µM. Q15788. AID 588354;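 active = inhibition above the campaign mean plus 3 SD, with each screening campaign given its own cutoff, cut at about 60% in these data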;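 also: 0% = DMSO treated cells and 100% = gossypol at 36 µM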
An asterisk follows results filed as active; . = no result given. The list is partial. The share of hits here may be higher or lower than overall.

SMILES	EBV LMP1 NFkB	TLR9-MyD88 block	TROY NFkB inh	NR5A2 inv ag	NCOA2 inhibitor	NOD2-RIPK2 inh	Vif inh	NR2F2 inh	TRAIL sens C8	SRC3 inh	NCOA1 inh
COc1ccc(C(NC(=O)/C=C\c2ccco2)c2ccc(OC)c(OC)c2)cc1 (stereo not drawn)	1	7	7	-2	15	2	2	12	-17	-11	-20
c1ccc(-c2nc(-c3ccncc3)n[nH]2)nc1	-5	-8	3	-7	-16	6	-8	5	6	-4	2
S=C(CSc1ccccc1)Nc1cccc2ccccc12	-17	-8	-33	-19	12	-1	9	-12	-6	-16	-28
CCOc1ccccc1NC(=O)c1ccc2nccnc2c1	1	2	2	14	-2	-9	2	-2	-16	6	12
COc1cccc(CNC(=S)Nc2ccc3c(c2)c(=O)n(C)n3Cc2ccc(F)cc2)c1	.	.	18	-15	4	5	7	4	3	10	-12
CC1(C)CC(=O)C2=C(C1)Nc1ccccc1N(C(=O)C1CC1)C2c1ccco1 (stereo not drawn)	5	-2	-6	16	8	-6	52*	0	-2	3	16
CN1CCC(=NNC(=O)CSCc2ccccc2)CC1	9	-4	-25	2	-37	-1	1	2	-6	20	16
Cc1ccc2c(c1)NC(=O)C(CC(=O)NCCCN1CCCC1=O)O2 (stereo not drawn)	2	3	-13	11	-2	-15	1	-6	-16	16	-3
CCCCNC(=O)Nc1nnc(-c2ccccc2)o1	4	-5	-28	-15	-1	0	2	-4	-7	-5	-27
O=C(NCCN1CCN(Cc2ccccc2Cl)CC1)Nc1ccccc1	-1	-1	12	3	-3	-4	-4	-2	-2	9	-2
Cc1ccc(NC(=O)COC(=O)c2ccco2)cc1S(=O)(=O)N1CCOCC1	-4	-8	2	-5	-10	-7	0	-17	5	-9	-8
CC1Cc2ccccc2N1C(=O)CN1C(=O)COc2ccccc21 (stereo not drawn)	-4	-2	-10	2	3	-2	1	7	-7	17	-5
CCOc1ccc(C(CC(=O)O)NC(=O)c2ccco2)cc1 (stereo not drawn)	7	3	4	13	-3	4	-2	-8	0	23	-3
Cn1cnnc1SCC(=O)NNC(=O)c1ccc(Cl)cc1	9	-4	-10	-10	-14	-14	-1	-1	-5	9	3
O=C(Nc1cccc(F)c1)NC1(C(=O)N2CCOCC2)CCCCC1	-1	-4	19	5	12	9	-2	4	-45	15	-2
COc1ccc(C(=O)CSc2nc3ccc([N+](=O)[O-])cc3[nH]2)cc1	1	-1	4	20	-8	0	6	2	2	-7	2
N#CC(c1ccncc1)(c1ncc(C(F)(F)F)cc1Cl)N1CCOCC1 (stereo not drawn)	2	8	-8	22	8	3	5	-7	-7	-1	8
O=C(Cn1nnc(-c2ccc(CN3CCOCC3)cc2)n1)NC1CCCCC1	0	1	-3	11	-13	-1	-14	-10	-9	4	-22
CCCCN(CCCC)CCCNC(=O)Cn1cc2c(n1)-c1c(oc(C(=O)N3CCCC3)c1C)CC2	-11	-14	18	0	-6	2	2	-5	2	-8	-5
Cc1ccccc1-c1nc2ccccc2c(=O)n1/N=C/c1ccccc1[N+](=O)[O-]	2	0	-8	2	-13	11	-2	4	-12	16	-8

Filtered by structure: the entries above containing an aryl thioether with sulfur outside any ring
SMILES	EBV LMP1 NFkB	TLR9-MyD88 block	TROY NFkB inh	NR5A2 inv ag	NCOA2 inhibitor	NOD2-RIPK2 inh	Vif inh	NR2F2 inh	TRAIL sens C8	SRC3 inh	NCOA1 inh
S=C(CSc1ccccc1)Nc1cccc2ccccc12	-17	-8	-33	-19	12	-1	9	-12	-6	-16	-28
Cn1cnnc1SCC(=O)NNC(=O)c1ccc(Cl)cc1	9	-4	-10	-10	-14	-14	-1	-1	-5	9	3
COc1ccc(C(=O)CSc2nc3ccc([N+](=O)[O-])cc3[nH]2)cc1	1	-1	4	20	-8	0	6	2	2	-7	2

The results go on:
SMILES	EBV LMP1 NFkB	TLR9-MyD88 block	TROY NFkB inh	NR5A2 inv ag	NCOA2 inhibitor	NOD2-RIPK2 inh	Vif inh	NR2F2 inh	TRAIL sens C8	SRC3 inh	NCOA1 inh
O=C(CNC(=O)c1ccccc1)NCC(=O)OCc1ccccc1Cl	-3	.	13	11	5	-1	-6	-18	-19	-15	-44
O=C(NCc1ccc(F)cc1)c1cccc(S(=O)(=O)N2CCCC2)c1	-2	8	-6	2	16	-8	1	-7	-13	15	3
Cc1nc2cc(C(=O)OCC(=O)Nc3cccc(Cl)c3)ccc2n1-c1ccccc1	-9	-1	-12	15	-4	5	6	4	-2	-4	3
CCNC(=O)C1CCCN(C(=O)c2ccccc2)CC1 (stereo not drawn)	.	.	-2	4	25	-2	-3	-14	-29	-5	14
CCC(C)[C@H](N)c1nnc(SCc2cccc(F)c2)o1 (stereo partly drawn)	8	0	-37	-20	-11	-8	.	2	16	16	16
O=C(COC(=O)CN1C(=O)C2CC=CCC2C1=O)Nc1cc(C(F)(F)F)ccc1N1CCOCC1 (stereo not drawn)	-5	-10	22	-23	4	2	1	-14	-17	7	1
COC(=O)c1cc(C(=O)CC(C)C)c[nH]1	-4	1	9	3	17	10	0	2	-1	6	5
CCOCc1nnc(NC(=O)CSCc2ccccc2)s1	-4	-7	1	-11	-10	7	-2	-12	-2	-1	4
CC1CCCC(NC(=O)COC(=O)Cc2c[nH]c3ccccc23)C1C (stereo not drawn)	-9	3	-9	8	-8	17	2	-9	-3	18	-36
CCOC(=O)C1=CC[C@@H](c2ccccc2)N(S(=O)(=O)c2ccc(C)cc2)[C@H]1C	.	.	5	14	8	-7	.	16	3	20	8
CCc1nc2ccc(C(=O)N3CCN(C(=O)c4ccco4)CC3)cn2c1N(C)C(=O)Nc1ccccc1OC	.	.	-7	-4	-12	-4	5	2	4	1	8
COc1ccccc1C(=O)COC(=O)c1cc(S(=O)(=O)N2CCCCC2)ccc1N1CCOCC1	-3	-9	0	-5	2	-6	-13	14	6	-5	-2
Cc1ccc(C(=O)N(CC(C)C)c2nc3ccccc3s2)o1	-6	8	-11	11	-29	-1	-8	-9	12	4	12
O=C(O)C1C2C=CC(C2)C1C(=O)Nc1cccc(C(F)(F)F)c1 (stereo not drawn)	11	4	2	-8	-12	0	6	0	-18	-10	-38
CC1(c2cccc(Br)c2)NC(=O)N(CC(=O)Nc2cccnc2Cl)C1=O (stereo not drawn)	-7	-21	-13	1	6	-13	.	-4	-5	8	5
CSc1ccc(C2=CC(=O)C[C@H](c3ccc4c(c3)OCO4)C2)cc1	-5	-7	-12	-8	3	10	29	4	-11	1	5
CC(=O)CSc1nsc(SCC(C)=O)c1C#N	1	-19	-9	3	-12	-1	0	3	3	-2	-3
CCOC(=O)/C(C#N)=C\c1ccc(OCC(=O)Nc2ccc(C)cc2C)c(OC)c1	-4	-4	15	10	-14	-8	.	8	-12	9	-15
CCN(CC)C(=O)Cn1c(=O)c2ccccc2n2c(=S)sc(-c3cccc(C)c3)c12	-25	10	-17	-4	20	-7	-1	3	21	12	4
CC(=O)c1ccc(Nc2nc(C(N)Cc3ccc(Cl)cc3)cs2)cc1 (stereo not drawn)	.	.	2	-26	22	-16	3	0	17	-3	-7

Vif inh: hit marks shown above
Compound | EBV LMP1 NFkB | TLR9-MyD88 block | NR5A2 inv ag | NCOA2 inhibitor | NOD2-RIPK2 inh | Vif inh | NR2F2 inh | SRC3 inh | NCOA1 inh
CC1(C)CC(=O)C2=C(C1)Nc1ccccc1N(C(=O)C1CC1)C2c1ccco1 (stereo not drawn) | 5 | -2 | 16 | 8 | -6 | 52* | 0 | 3 | 16

Continued:
SMILES	EBV LMP1 NFkB	TLR9-MyD88 block	TROY NFkB inh	NR5A2 inv ag	NCOA2 inhibitor	NOD2-RIPK2 inh	Vif inh	NR2F2 inh	TRAIL sens C8	SRC3 inh	NCOA1 inh
CCCNC(=S)N(Cc1cc2cc(C)ccc2n2nnnc12)CC(C)(C)CN(C)C	-3	13	-13	1	-16	3	21	-1	1	11	-9
COCCn1c(=O)[nH]c2cc(C(=O)NCCN3CCN(c4cccc(Cl)c4)CC3)ccc2c1=O	-12	2	8	27	-6	1	-18	13	13	14	-5
Cc1cc(C)cc(OCC(=O)NC2=NCCS2)c1	-2	0	-15	-7	5	-1	5	-17	3	23	-33
O=C(c1cccc2ccccc12)N1CCCCC1	7	-4	3	-8	-22	-7	-5	-10	-4	-17	3
CCc1ccc(N2C(=O)C3ON(c4ccccc4)C(c4ccco4)C3C2=O)cc1 (stereo not drawn)	-2	-2	17	3	-12	-17	-6	2	2	4	-2
CC1CC(C)CN(S(=O)(=O)c2cc3c4c(c2)CCN4C(=O)CC3)C1 (stereo not drawn)	6	3	-5	-7	-30	7	1	9	8	-3	-6
Cc1ccsc1C(=O)OCC(=O)N1CCN(C(=O)c2ccco2)CC1	-1	1	-17	-1	-41	0	-1	-18	-2	6	-11
O=C(/C=C/c1ccccc1O)c1ccccc1	-3	-2	-34	-11	-31	-3	7	0	3	-13	-2
O=C1c2[nH]nc(-c3ccccc3O)c2C(c2ccccc2)N1Cc1ccco1 (stereo not drawn)	2	-6	5	24	-12	6	-10	-1	6	18	0
COc1ccc(-c2csc(NC(=O)c3ccccc3S(C)(=O)=O)n2)cc1	7	1	0	7	9	-1	2	-2	-2	16	-2
Cc1cccc(NC(=O)c2ccc(S(=O)(=O)N3CCCCCC3)cc2)n1	-9	-5	-20	-18	-68	-6	-21	4	-6	-3	-22
Oc1ccc(-n2cccc2/C=N/n2cnnc2)cc1	-11	2	6	-2	-5	3	-1	5	-11	-11	4
COC(=O)C1OC2(OC1C(=O)OC)c1ccccc1-c1ccccc12 (stereo not drawn)	-4	1	-16	-11	8	3	16	3	-2	-25	3

A draw from above in order of length of the SMILES, smallest number first:
SMILES	EBV LMP1 NFkB	TLR9-MyD88 block	TROY NFkB inh	NR5A2 inv ag	NCOA2 inhibitor	NOD2-RIPK2 inh	Vif inh	NR2F2 inh	TRAIL sens C8	SRC3 inh	NCOA1 inh
O=C(/C=C/c1ccccc1O)c1ccccc1	-3	-2	-34	-11	-31	-3	7	0	3	-13	-2
Cc1cc(C)cc(OCC(=O)NC2=NCCS2)c1	-2	0	-15	-7	5	-1	5	-17	3	23	-33
COc1ccc(-c2csc(NC(=O)c3ccccc3S(C)(=O)=O)n2)cc1	7	1	0	7	9	-1	2	-2	-2	16	-2

An excerpt from above, limited to TROY NFkB inh and SRC3 inh:
Structure	TROY NFkB inh	SRC3 inh
Cc1cc(C)cc(OCC(=O)NC2=NCCS2)c1	-15	23
Cc1cccc(NC(=O)c2ccc(S(=O)(=O)N3CCCCCC3)cc2)n1	-20	-3
O=C1c2[nH]nc(-c3ccccc3O)c2C(c2ccccc2)N1Cc1ccco1 (stereo not drawn)	5	18
O=C(/C=C/c1ccccc1O)c1ccccc1	-34	-13
CC1CC(C)CN(S(=O)(=O)c2cc3c4c(c2)CCN4C(=O)CC3)C1 (stereo not drawn)	-5	-3
